S1P4 ag: activates the human S1P4 receptor; 0.35% of 220,000 active; S1P4-expressing cell line, agonist reporter assay; O95977; activation, % at 4.98 µM; AID 1509; in the data active = activation above about 11%;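 note: 0% = DMSO vehicle and 100% = reference agonist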
S1P4 antag: human S1P4 receptor antagonism; S1P4-expressing cells, antagonist mode, reporter read-out; 0.26% of 220,000 active; inhibition, % at 4.98 µM; O95977; in the data active = inhibition above about 29%;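 note: 0% = wells stimulated with agonist and 100% = vehicle wells without agonist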
NPY-Y1 antag: antagonists of human neuropeptide Y receptor Y1 | P25929 | HEK293-CNG Y1 cells, membrane potential fluorescence; NPY at EC95, then isoproterenol | inhibition, % at 3.6 µM | 1% of 200,000 active | AID 1040;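 active = inhibition above the campaign mean inhibition of all tested compounds plus 3 SD, cut at about 20% in these data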;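 note: 0% = DMSO wells given NPY plus isoproterenol and 100% = isoproterenol alone without NPY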
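Material: HEK293 Y1/CNG channel cell line; also added: NPY (25 nM), isoproterenol (1 µM), Ro 20-1724 (25 µM); doses: one concentration, 3.6 µM, in 0.4% DMSO; schedule: compound incubation 1 h at room temperature, readout 45 min post-stimulation; technique: membrane potential fluorescence; measure: fluorescence ratio normalized to % inhibition between controls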
zfTRPN1 agonist: zebrafish TRPN1 (NompC) channel agonism | HEK293 zebrafish TRPN1-YFP, Fluo-8 calcium fluorescence; 100% = response to 87 µM carbachol | activation, % at 3 µM | 0.18% of 220,000 active;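 active = activation above its plate's cutoff, the mean activation of test wells on that plate plus 3 SD, cut at about 19% in these data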;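 note: 0% = DMSO alone and 100% = 87 µM carbachol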
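Material – zebrafish TRPN1-YFP in HEK293 cells · Doses – 3 µM single point · Schedule – dye 1 h 37 °C plus 30 min RT · Signal – Fluo-8 calcium fluorescence, excitation 470-495 nm, emission 515-575 nm · Read-out – % activation versus carbachol response · Control set – carbachol high, DMSO low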
EP2 mod: modulators of human EP2 prostaglandin E2 receptor; P43116; induction, % at 25 µM; 0.83% of 260,000 active; EP2-expressing cells, cAMP HTRF FRET, PGE2 co-stimulation;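 active = compounds whose cAMP rise, as percent of the full-agonist control response, exceeds 60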;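 note: rat C6 glioma line stably carrying human EP2 under a CMV promoter; the protocol text gives 20 µM as final concentration; 100% = response of wells given 1 µM PGE2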
NPY2 pot ag: human NPY-Y2 potentiation or agonism, primary screen | 0.45% of 220,000 active | activation, % at 3.6 µM | cells expressing NPY-Y2, potentiator/agonist read-out; in the data active = activation above about 27%;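 note: cells stimulated with NPY near EC25 plus isoproterenol at EC100; 0% = vehicle plus submaximal agonist and 100% = vehicle plus saturating agonist; some results beyond the cut were filed as inactive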
Target sequence (P49146 whole entry, looked up): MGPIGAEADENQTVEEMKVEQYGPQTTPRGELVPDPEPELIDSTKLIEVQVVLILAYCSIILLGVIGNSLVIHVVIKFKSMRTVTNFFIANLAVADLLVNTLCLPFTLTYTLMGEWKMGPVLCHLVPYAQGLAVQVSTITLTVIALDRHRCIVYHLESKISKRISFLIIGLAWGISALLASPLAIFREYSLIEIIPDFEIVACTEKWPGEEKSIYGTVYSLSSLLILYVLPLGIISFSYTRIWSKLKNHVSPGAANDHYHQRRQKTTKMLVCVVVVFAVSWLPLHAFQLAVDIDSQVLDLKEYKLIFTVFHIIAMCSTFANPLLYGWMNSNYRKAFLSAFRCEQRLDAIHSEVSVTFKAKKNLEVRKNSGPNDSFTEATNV
CHOP inhibitor: blocks CHOP induction under ER stress. CHO-K1 CHOP-promoter luciferase, tunicamycin-induced, 15-18 h. inhibition, % at 10 µM. 3.8% of 220,000 active;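 active = compounds that reduced the stress-induced luciferase reporter signal by more than about 70% of percent inhibition, limit read from the data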;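 note: 0% = tunicamycin plus vehicle and 100% = wells without tunicamycin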
NPY-Y1 PAM-ag: human NPY-Y1 potentiation or agonism, primary screen; P25929; NPY-Y1 expressing cells, potentiator/agonist activation; activation, % at 3.6 µM; 0.37% of 220,000 active; in the data active = activation above about 33%, passing the limit was not always enough;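 note: cells stimulated with NPY at EC10 then isoproterenol at EC100; 0% = low agonist plus stimulus and 100% = saturating agonist plus stimulus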
TRPML3 ag: human mucolipin-3 channel agonism. AID 1448. HEK293 TRPML3-YFP, Fluo-8 calcium fluorescence; 100% = the carbachol control signal. activation, % at 3 µM. Q8TDD5. 0.29% of 220,000 active;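 active = activation above its plate's cutoff, the mean activation of the plate's test wells plus 3 SD, cut at about 12% in these data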;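 note: 0% = DMSO only wells and 100% = carbachol wells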
Target sequence (Q8TDD5 whole entry, looked up): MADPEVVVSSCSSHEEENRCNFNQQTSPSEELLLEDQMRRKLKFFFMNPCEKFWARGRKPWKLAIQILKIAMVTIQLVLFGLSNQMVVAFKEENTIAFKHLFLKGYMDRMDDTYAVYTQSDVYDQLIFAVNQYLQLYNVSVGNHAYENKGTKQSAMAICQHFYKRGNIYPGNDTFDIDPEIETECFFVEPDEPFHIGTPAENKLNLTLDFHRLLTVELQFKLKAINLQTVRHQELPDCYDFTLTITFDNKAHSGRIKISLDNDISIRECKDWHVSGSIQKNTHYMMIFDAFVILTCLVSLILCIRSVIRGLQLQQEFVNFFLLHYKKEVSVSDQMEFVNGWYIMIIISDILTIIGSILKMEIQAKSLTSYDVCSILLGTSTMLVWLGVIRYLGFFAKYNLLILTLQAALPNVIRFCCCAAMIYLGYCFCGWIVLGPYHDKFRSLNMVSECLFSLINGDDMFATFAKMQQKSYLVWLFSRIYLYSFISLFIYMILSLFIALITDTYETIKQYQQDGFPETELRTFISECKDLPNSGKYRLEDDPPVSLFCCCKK
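Test system – HEK293 line with stable expression of human TRPML3-YFP channel · Control set – carbachol 87 µM final as high control (100%), DMSO as low control (0%) · Signal – Fluo-8 calcium dye fluorescence, ex 470-495, em 515-575 nm · Incubation – 1-h 37 °C dye load, 5-s basal, 120-s post-compound reads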
* hit, by the source's call; nt = not tested or not shown. Compounds as they come. About 6.5% of those tested had a hit in this group.

SMILES	S1P4 ag	S1P4 antag	NPY-Y1 antag	zfTRPN1 agonist	EP2 mod	NPY2 pot ag	CHOP inhibitor	NPY-Y1 PAM-ag	TRPML3 ag
CN1CCN(C(=S)NC(=O)/C=C/c2cccs2)CC1	-1.2	-3	nt	-0.1	-19	-9	10	18	0.0
O=C(CCc1nnc(Cc2c[nH]c3ccccc23)o1)NC(C1CC1)C1CC1	-0.2	-16	7	0.6	-14	4	-5	-9	-0.6
O=c1oc2ccccc2cc1-c1nc2ccccc2o1	1.5	1	-1	0.1	-18	-24	1	-6	-0.3
CC(C)n1c(Oc2ccc(F)cc2)nc2c1c(=O)n(C)c(=O)n2C	0.6	-14	0	-0.3	2	15	19	6	0.4
CN(C)c1ccc(NC(=O)c2cc3c(=O)n4ccccc4nc3n2C)cc1	-1.0	-13	1	-0.9	nt	23	nt	7	-0.3
Cc1ccccc1C(OCC(O)CN1CCCCC1CCO)c1ccccc1 (stereo not given)	-3.0	4	8	0.8	-5	-11	37	-23	0.5
COC(=O)c1c(N2C(=O)CC(Sc3ccccc3C(=O)O)C2=O)sc(C)c1C (stereo not given)	-3.3	17	5	-0.7	10	-15	-16	-20	-0.7
CC1CN(C(=O)c2cc3cc([N+](=O)[O-])ccc3s2)CC(C)O1 (stereo not given)	1.4	-22	2	1.3	-39	-10	2	2	0.8
O=C(CSc1ncnc2ccccc12)Nc1cc(S(=O)(=O)N2CCCCC2)ccc1Cl	1.7	-6	1	-1.2	4	6	-16	-6	-0.4
c1ccc(-c2ccc(-c3cnc4n3CCCCC4)cc2)cc1	-1.1	-4	13	0.4	19	-15	69	-31	0.6
Cc1cccc(-c2nc3c(c(SCC(=O)N4CCOCC4)n2)CCCC3)c1	-1.9	8	-1	-0.5	-14	-7	1	-13	0.3
O=C(NCCCN1CCCC1=O)NC1CCCCC1	0.6	-8	-2	0.8	14	12	16	10	0.9
O=C(COC(=O)CCc1c[nH]c2ccccc12)NCc1ccc2c(c1)OCO2	-0.1	-14	9	1.1	-60	-12	1	-34	1.1
C=CCNC(=O)c1ccc(C2SCC(=O)N2Cc2ccco2)cc1 (stereo not given)	-0.9	-4	-4	2.8	-20	-8	9	-4	1.0
O=C(CC1Oc2ccccc2NC1=O)NCCCN1CCN(Cc2ccccc2)CC1 (stereo not given)	3.4	-28	7	1.1	-6	-11	-32	5	0.3
COc1ccccc1N=CC=C1OC(C)(C)C(C)(C)O1	2.2	-18	-7	1.6	8	0	18	2	-0.7
COc1ccc(N=C2S/C(=C\c3ccc(OC(C)C(=O)O)c(OC)c3)C(=O)N2CCc2c[nH]c3ccccc23)cc1 (stereo not given)	-1.1	8	-2	0.8	-7	12	7	11	0.8
CNC(=O)Cn1ncc2c(C)n(Cc3ccc(C)cc3)c(C)c2c1=O	2.0	-2	2	1.9	-2	6	7	2	0.8
CC1(C)CC(=O)c2cc(NC(=O)c3ccc(F)cc3)c(=O)oc2C1	0.7	0	-2	0.9	-22	7	-5	5	-0.1
COc1ccc2c(c1)CC/C(=C\c1ccc(C)o1)C2=O	1.8	14	nt	5.8	-29	-16	-32	-31	2.2
COc1ccc(-c2nc3ccc(N4CCCC4)cc3c(=O)[nH]2)cc1OC	-0.3	-6	-5	0.5	-1	-15	103*	-5	0.6
CC(C)NC(=O)c1ccccc1NC(=O)CCc1ccccc1	3.5	-10	-5	0.6	8	9	-1	-12	-0.1
Cc1ccc2c(c1)C(=O)c1c(C(=O)O)cccc1-2	1.1	-15	4	-0.4	18	6	27	9	0.4
CC(=O)Nc1ccc(-n2cc(-c3ccccc3)[nH]c2=S)cc1	0.9	-9	0	0.0	-37	10	-1	17	0.9
OC1(CNCc2cn[nH]c2-c2cc3ccccc3o2)CCCCC1	-0.3	-10	4	0.0	-37	-12	24	-10	0.1
CCOC(=O)N1CCC(n2c(=S)[nH]c3cc(OCC)c(OCC)cc3c2=O)CC1	0.4	-20	-5	1.1	12	-2	101*	3	0.7
O=C(NC(=S)N(CCc1ccccc1)CCc1ccccc1)c1ccco1	-0.9	10	3	-0.7	15	-6	-12	-8	0.4
CCCn1c(CNC(=O)c2cccs2)nc2ccccc21	-1.4	0	-1	-0.3	2	3	-20	12	-0.2
Cc1nc(Cl)sc1C(=O)O	1.2	-9	3	0.6	22	0	10	3	-0.2
CCCCN(C)C(=O)c1cc2c(s1)-c1ccccc1S(=O)(=O)C2	1.6	0	nt	3.9	-28	-6	-21	-7	1.0
Cc1ccc(N2C(N)=C(C#N)C(c3cccnc3)C3=C2CCCC3=O)cc1 (stereo not given)	-1.3	4	0	0.7	-10	-18	10	-10	0.6
Cc1ccc(-n2cnc(=O)c3cccnc32)cc1	1.3	-23	2	-0.2	5	-3	5	-4	0.9
COCc1ccc(C(=O)NC(C)c2cnn(-c3ccccc3C)c2C)o1 (stereo not given)	0.4	-11	3	0.9	7	2	0	10	0.7
CCCN(CC(=O)Nc1ccc(OC)c(OC)c1)CC(=O)Nc1ccc(F)c(F)c1F	1.4	1	6	-0.8	-36	1	15	-9	2.0
CCOC(=O)c1c(Cc2ccc(Cl)cc2)c[nH]c1C	2.6	-2	9	-1.5	32	-20	67	-6	-0.2
CC1=CCC2C(=O)N(c3ccc(OC(=O)c4ccco4)cc3)C(=O)C2C1 (stereo not given)	1.1	28	-3	1.3	-16	2	1	-6	0.2
O=C(c1cc2ccccc2oc1=O)N1CCN(c2ncccn2)CC1	2.4	-3	-2	0.9	1	15	-6	-3	1.1
COc1cccc(-n2c(=S)sc3c(=O)n(-c4ccccc4OC)c(=S)[nH]c32)c1	0.0	1	0	0.5	-7	-13	4	-10	1.4
CCc1nnc(NS(=O)(=O)c2ccc(N3C(=O)c4ccc(C(=O)O)cc4C3=O)cc2)s1	1.8	-2	4	0.0	43	7	1	1	0.4
CCCn1c(NCc2ccccc2NS(=O)(=O)c2ccc(C)cc2)nc2ccccc21	-0.4	-12	-3	-0.8	-1	-4	46	1	0.1
Fc1ccccc1CN1CCCN(C(=S)Nc2cccc(Cl)c2)C1	0.5	-9	-2	1.8	-59	16	13	29	1.0
COc1ccccc1C(=O)Nc1nc2ccc(S(C)(=O)=O)cc2s1	0.5	3	6	1.8	1	6	49	8	1.1
COc1ccc(C2Nc3ccccc3C(=O)N2c2ccc(Cl)cc2)cc1Cn1cc([N+](=O)[O-])cn1 (stereo not given)	2.5	-11	4	-1.2	-8	1	17	-34	-0.4
Cc1ccccc1NC(=S)NCC(c1cccnc1)N1CCOCC1 (stereo not given)	-0.2	1	20	-0.3	13	-5	13	-8	-0.6
O=C(NN1C(=O)C2C(C1=O)C1C=CC2C12CC2)c1ccc(Cl)cc1 (stereo not given)	-1.0	-2	nt	1.0	18	0	8	6	-0.8
C=C(C)[C@@H]1CC=C(CN2CCC(N3CCC(C(=O)N4CCCC4)CC3)CC2)CC1	0.1	-10	14	2.0	-25	-26	11	-13	1.7
c1cc2c(cc1OCCNC1CCCC1)CCC2	0.1	-1	0	0.8	-17	-2	6	2	0.7
COc1cc(OC)c(N2CC34C=CC(O3)C(C(=O)O)C4C2=O)cc1Cl (stereo not given)	-1.5	-14	11	-0.1	5	16	9	-4	0.4
Cc1cc(C)nc(Nc2n[nH]c(Cc3ccccc3)n2)n1	1.3	-39	4	-0.2	6	-11	3	-13	0.4
COCC(N)(c1ccccc1)c1nc2ccccc2n1C (stereo not given)	0.7	2	8	0.4	5	-12	-16	-31	0.1

(list continues)
SMILES	S1P4 ag	S1P4 antag	NPY-Y1 antag	zfTRPN1 agonist	EP2 mod	NPY2 pot ag	CHOP inhibitor	NPY-Y1 PAM-ag	TRPML3 ag
CN(Cc1nc(-c2ccc3c(c2)OCO3)no1)CC1(N2CCOCC2)CCCCC1	-0.4	-9	3	-0.3	5	4	21	-15	0.9
CCn1cc(C2=NC(c3ccccc3)CO2)c2ccccc21 (stereo not given)	1.0	2	6	-0.1	24	7	-6	-6	0.6
CC(C)(CN1CCCCC1)NS(=O)(=O)c1ccc(Cl)cc1	0.1	-3	-5	-1.3	2	18	24	-10	0.6
CCOC(=O)c1[nH]c(C)c(C(=O)NC)c1C	1.1	0	-1	0.5	-5	4	21	0	0.6
O=C(NCc1cccnc1)C(=O)NCC1OCCCN1S(=O)(=O)c1ccc(Cl)cc1 (stereo not given)	0.9	-12	0	-0.7	17	-7	-2	4	0.8
CC(=O)N1CCc2cc(S(=O)(=O)Nc3ccccc3N3CCN(C)CC3)ccc21	-0.1	-8	-2	1.7	5	-11	-8	7	1.3
O=C(NCCc1ccccc1)C1CCN(S(=O)(=O)c2ccc(Br)s2)CC1	0.5	8	2	0.8	-36	7	44	14	0.5
COc1ccc(C2(CNC(=O)/C=C/c3ccco3)CCCC2)cc1OC	1.5	-21	5	-0.1	-6	-10	6	-7	-0.3
CCc1ccc(CC(=S)N2CCOCC2)cc1	1.0	-17	-2	1.1	26	5	7	4	0.9
CCOC(=O)CSc1nc(C)cc(C)c1C#N	2.0	-4	-1	0.3	5	16	-1	8	-0.3
COC(=O)C1CCN(C(=O)COC(=O)c2ccc(OC)c(S(=O)(=O)N3CCCc4ccccc43)c2)CC1	-1.6	1	-6	1.3	-31	4	-14	17	1.0
COc1ccc(NC(=O)C(c2cc3c(cc2[N+](=O)[O-])OCO3)N2CCN(C=O)CC2)cc1 (stereo not given)	2.5	3	4	-0.9	13	-1	9	0	1.1
Oc1cccc(CCC2CCCCN2Cc2cn[nH]c2-c2ccc3c(c2)OCO3)c1 (stereo not given)	0.1	-10	1	0.9	-16	-21	30	-7	0.3
CC1=C(C(=O)OCC2CCCO2)C(c2ccc(C)cc2)C2=C(CC(C)(C)CC2=O)N1 (stereo not given)	2.4	7	5	-1.2	6	2	-9	-15	-0.2

Fetched one by one from above (six):
SMILES	S1P4 ag	S1P4 antag	NPY-Y1 antag	zfTRPN1 agonist	EP2 mod	NPY2 pot ag	CHOP inhibitor	NPY-Y1 PAM-ag	TRPML3 ag
CC1=C(C(=O)OCC2CCCO2)C(c2ccc(C)cc2)C2=C(CC(C)(C)CC2=O)N1 (stereo not given)	2.4	7	5	-1.2	6	2	-9	-15	-0.2
CCCCN(C)C(=O)c1cc2c(s1)-c1ccccc1S(=O)(=O)C2	1.6	0	nt	3.9	-28	-6	-21	-7	1.0
Cc1ccc2c(c1)C(=O)c1c(C(=O)O)cccc1-2	1.1	-15	4	-0.4	18	6	27	9	0.4
CCOC(=O)N1CCC(n2c(=S)[nH]c3cc(OCC)c(OCC)cc3c2=O)CC1	0.4	-20	-5	1.1	12	-2	101*	3	0.7
O=C(CCc1nnc(Cc2c[nH]c3ccccc23)o1)NC(C1CC1)C1CC1	-0.2	-16	7	0.6	-14	4	-5	-9	-0.6
O=C(NCCc1ccccc1)C1CCN(S(=O)(=O)c2ccc(Br)s2)CC1	0.5	8	2	0.8	-36	7	44	14	0.5
